PglD inh: PglD (C. jejuni) enzyme inhibition | purified PglD enzyme, DTNB colorimetric CoA detection | inhibition, % at 12.5 µM | 360,000 tested, 0.098% active; in the data active means inhibition above about 16%, passing the limit was not always enough; further: strong numbers were not always called active
Statin myotox sup: protects C2C12 myotubes from simvastatin toxicity; ATP luminescence, 48 h; scaled: DMSO 0, geranylgeraniol control 100; rescue of ATP level, % at 7.49 µM; 330,000 tested, 0.78% active; AID 602340;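 active means mean ATP rescue above about 67%, or every replicate alone reaching that limit, limit read from the data, passing the limit was not always enough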;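 further: myotubes were challenged with 10 µM simvastatin during compound exposure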
Cneo AK release: causes C. neoformans cell lysis. adenylate kinase release luminescence, 4 h; normalised: neutral wells 0, clomiphene wells 100. lysis activity, % at 15 µM. 360,000 tested, 0.2% active. AID 651654;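 active means mean lysis activity across replicates of at least 80%, whatever share of replicates individually reach that level; inactive means mean lysis activity below 80%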
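read-out = cell lysis signal | test system = log-phase Cryptococcus neoformans yeast cells | input = cells at 5 × 10^6 per mL | medium = fresh YPD growth medium | signal = luminescent adenylate kinase detection reagent | timing = 4 h at 37 °C static, read 1 h later | dosing = single dose | controls = Clomiphene as positive lysis control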
LGR2 inh: inhibitors of bursicon-induced Drosophila LGR2 receptor cAMP signaling. 380,000 tested, 0.35% active. AID 720647. HEK293 LGR2, CRE-luciferase, bursicon-stimulated, 4 h. inhibition, % at 9.99 µM;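 active means drop in luminescence signal, shown as inhibition above about 50% in the replicate tests, limit read from the data, passing the limit was not always enough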;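 further: agonist challenge used bursicon conditioned medium at about half maximal strength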
INS-1E GSIS act: GLuc luminescence reporter in INS-1E cells, primary screen for activators of glucose-dependent secretion of insulin. 370,000 tested, 0.61% active. INS-1E GLuc reporter insulin secretion, 2-3 h. activation, % at 16.6 µM;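 active means lowest replicate activation of at least 40%, so every replicate reaches that level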;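 further: 0% = median of neutral control wells and 100% = median of IBMX positive control wells; some compounds called inactive have numbers as strong as hits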
ARNT TACC3 PPI: ARNT/TACC3 interaction disruption | Q9Y6A5 | AlphaScreen His-ARNT PAS-B/GST-TACC3 binding, luminescence; TACC3 fragment carries E629A point mutation | inhibition, % at 9.99 µM | 390,000 tested, 0.66% active;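 active means mean inhibition of replicates at least 50% and at least half of replicates each reaching 50%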;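 further: 0% = complete ARNT plus TACC3 wells and 100% = ARNT alone without TACC3; many hits fall short of the cut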
PAX8 inh HTS: inhibitors of PAX8 transcriptional activity in RMG-I cells; RMG-I TPO-luciferase reporter, SteadyGlo, 24 h; inhibition, % at 12.6 µM; 360,000 tested, 1.2% active;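 active means mean replicate inhibition at least 60% with every replicate also reaching 60%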;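 further: luciferase light reporting Pax8 driven TPO promoter activity; plate controls were median of neutral control wells for no effect and mitoxantrone controls for full effect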
PGC1a acetyl inh: lowers PGC1a acetylation signal in U2OS cells. AlphaScreen anti-acetyl-lysine; with virally co-expressed GCN5 acetyltransferase. inhibition, % at 15.6 µM. 350,000 tested, 0.17% active. AID 651687;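 active means every replicate shows inhibition of at least 40%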;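 further: 0% = neutral control wells and 100% = positive control wells; some results beyond the cut were filed as inactive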
An asterisk follows results filed as active; nt = not tested or not shown. Outcome played no part in choosing rows. Share with any hit: about 2.9%.

| molecule | PglD inh | Statin myotox sup | Cneo AK release | LGR2 inh | INS-1E GSIS act | ARNT TACC3 PPI | PAX8 inh HTS | PGC1a acetyl inh |
| --- | --- | --- | --- | --- | --- | --- | --- | --- |
| COc1ccc(OC)c(S(=O)(=O)NCc2cccnc2)c1 | 1 | 126* | 0 | 1 | 12 | -8 | nt | 1 |
| CC1CCN(C2CCN(S(=O)(=O)c3ccc(F)cc3)CC2)CC1 | 4 | 2 | -4 | nt | nt | -11 | nt | 3 |
| O=C(Nc1ccc2c(c1)OCO2)c1cc(C2CCCCN2C(=O)c2ccc(Cl)cc2)on1 (stereo not drawn) | -3 | 6 | -2 | 14 | nt | nt | -10 | -20 |
| CC(C)c1cccc(-c2ccc3c(c2)S(=O)(=O)c2cccc(C(=O)NCc4ccccc4Cl)c2C3=O)c1 | -2 | -15 | -1 | nt | nt | 2 | nt | -10 |
| O=C(c1ccc(F)cc1)N1CC(=O)N2[C@H](CO)[C@@H](c3ccc(/C=C/c4ccccc4)cc3)[C@@H]2C1 | nt | nt | nt | 5 | 11 | nt | 69* | -5 |
| COc1cccc(S(=O)(=O)NCC(=O)Nc2ccc(C(C)(C)C)cc2)c1 | 3 | nt | -3 | 2 | -31 | -5 | 88* | -2 |
| CCn1nccc1C(=O)Nc1ccc(Cl)cc1Cl | 3 | -35 | -1 | -19 | 12 | 29 | nt | 18 |
| Cc1ccc(S(=O)(=O)NCCC(=O)Nc2nnc(C)s2)cc1 | 0 | 0 | 2 | 21 | -5 | -1 | nt | -5 |
| CCn1c(SCC(N)=O)nnc1-c1ccc2c(c1)OCO2 | nt | nt | nt | -4 | -3 | 1 | 13 | -6 |
| CCNC(=S)N1CCN(c2ccc([N+](=O)[O-])cc2)CC1 | -18 | -14 | -1 | nt | nt | 5 | nt | 1 |
| CCc1nc(SCC(=O)Nc2ccc(Br)cn2)n[nH]1 | 2 | 3 | 2 | -13 | -1 | -2 | nt | nt |
| Cc1c(Cl)cccc1Nc1nc(N)nc(CSc2ncccn2)n1 | 3 | 39 | 0 | nt | nt | -4 | -103 | -9 |
| CC(=O)OCC1=C(C(=O)O)N2C(=O)C(NC(=O)Cn3nc(C(F)F)c(Cl)c3C)C2SC1 (stereo not drawn) | -4 | 4 | -4 | 22 | -18 | -11 | 24 | nt |
| O=C(CN1C(=O)COc2ccc(S(=O)(=O)N3CCCC3)cc21)Nc1cccc(F)c1 | 7 | 3 | 15 | 14 | -50 | 9 | -8 | 10 |
| COCCNC(=O)CCC(=O)NNc1nc2ccccc2c2nc(C)nn12 | nt | nt | nt | -7 | 11 | -3 | 22 | nt |
| Cc1cc(C(=O)Nc2cccc3c2O[C@H](CN(C)Cc2ccc4c(c2)OCO4)[C@H](C)CN([C@H](C)CO)C3=O)n(C)n1 | 6 | -10 | -4 | -4 | 17 | 2 | -16 | 6 |
| COc1ccccc1N1CCN(C(c2cccs2)C(C)NC(=O)c2ccncc2)CC1 (stereo not drawn) | 4 | -10 | 0 | -3 | -1 | 4 | -10 | -1 |
| COCC(=O)Nc1ccc2c(c1)[C@@H]1C[C@H](CC(=O)NCc3ccccn3)O[C@H](CO)[C@@H]1O2 | 1 | 1 | 0 | -1 | 10 | nt | -21 | 0 |
| CN1CCN(CC(=O)Nc2cccc([N+](=O)[O-])c2)CC1 | 3 | 2 | 0 | 6 | nt | -4 | 12 | 5 |
| Cc1occc1-c1nnc(SCC(=O)c2c[nH]c3ccccc23)n1C | 0 | 1 | 6 | -9 | 0 | -11 | nt | -5 |
| C[C@@H]1CCCCO[C@@H](CN(C)S(=O)(=O)c2ccc(Cl)cc2)[C@@H](C)CN([C@H](C)CO)C(=O)c2cc(NS(=O)(=O)c3cccs3)ccc2O1 | 1 | nt | 4 | 14 | 15 | -4 | -4 | 7 |
| CC1CCC(NC(=O)c2cc(S(=O)(=O)N(C)C)ccc2N2CCCC2)CC1 (stereo not drawn) | -1 | -9 | -2 | -27 | -23 | 0 | -26 | -6 |
| O=C(Nc1ccccn1)c1ccc(Cl)s1 | -2 | nt | -2 | -61 | -3 | -19 | -143 | -19 |
| CCC(=O)N1[C@@H]2c3ccc(-c4ccccc4)c(=O)n3C[C@H]1[C@H](CO)[C@H]2C(=O)N(C)C | -1 | 13 | 55 | -2 | 15 | 6 | -11 | -12 |
| Cc1noc(C)c1S(=O)(=O)Nc1ccc2c(c1)CC(=O)N([C@@H](C)CO)C[C@H](C)[C@@H](CN(C)Cc1ccc(Oc3ccccc3)cc1)O2 | 0 | 2 | 0 | 13 | -14 | 3 | -26 | 4 |
| Cc1cccc(N(C)C(=O)CN2C(=O)COc3ccc(S(=O)(=O)N4CCCCCC4)cc32)c1 | 3 | -25 | 0 | 5 | -18 | 11 | 3 | nt |
| Cn1cccc1-c1cc(C(=O)N/N=C/C=C/c2ccccc2)[nH]n1 | nt | -11 | nt | 12 | -9 | 15 | 49 | -9 |
| C=CCN1CCS(=O)(=O)N(Cc2ccccc2)[C@@H](C(C)C)C1=O | -1 | 12 | 4 | -13 | 2 | -1 | -24 | nt |
| CCCOc1ccc(-c2nc(C#N)c(NCC3CCCO3)o2)cc1 (stereo not drawn) | 5 | 2 | -5 | -10 | -5 | 7 | nt | -1 |
| COc1ccc2c3c(n(C)c2c1)[C@@H](CO)N(C(=O)Cc1ccccn1)CC31CCN(Cc2ccccn2)CC1 | nt | nt | nt | 8 | -3 | nt | -14 | 9 |

An excerpt from above in order of the LGR2 inh value, descending.
Compound | LGR2 inh
Cn1cccc1-c1cc(C(=O)N/N=C/C=C/c2ccccc2)[nH]n1 | 12
COc1ccc(OC)c(S(=O)(=O)NCc2cccnc2)c1 | 1
Cc1occc1-c1nnc(SCC(=O)c2c[nH]c3ccccc23)n1C | -9
CC1CCC(NC(=O)c2cc(S(=O)(=O)N(C)C)ccc2N2CCCC2)CC1 (stereo not drawn) | -27
O=C(Nc1ccccn1)c1ccc(Cl)s1 | -61

Single records, from the list above.
Entry for CC1CCC(NC(=O)c2cc(S(=O)(=O)N(C)C)ccc2N2CCCC2)CC1 (stereo not drawn) = PglD inh: -1; Statin myotox sup: -9; Cneo AK release: -2; LGR2 inh: -27; INS-1E GSIS act: -23; ARNT TACC3 PPI: 0; PAX8 inh HTS: -26; PGC1a acetyl inh: -6
Entry for COCC(=O)Nc1ccc2c(c1)[C@@H]1C[C@H](CC(=O)NCc3ccccn3)O[C@H](CO)[C@@H]1O2 = PglD inh: 1; Statin myotox sup: 1; Cneo AK release: 0; LGR2 inh: -1; INS-1E GSIS act: 10; ARNT TACC3 PPI: nt; PAX8 inh HTS: -21; PGC1a acetyl inh: 0

Continued.
Every second line gives: PglD inh | Statin myotox sup | Cneo AK release | LGR2 inh | INS-1E GSIS act | ARNT TACC3 PPI | PAX8 inh HTS | PGC1a acetyl inh
> Cc1ccc(Nc2ncnc3c2nnn3Cc2ccccc2)cc1
 : -2 | nt | -2 | -41 | -3 | nt | -15 | -5
> O=C(O)COc1ccccc1C(Nc1ccccn1)c1cc(Cl)c2cccnc2c1O (stereo not drawn)
 : nt | nt | nt | 16 | 17 | 0 | 22 | nt
> CC(NC(=O)C(=O)N1CCOCC1)C(c1cccs1)N1CCN(c2ccccc2F)CC1 (stereo not drawn)
 : -2 | 29 | -1 | 10 | -22 | -6 | 1 | -6
> CCCCn1c(SCC(=O)NNC(=O)c2ccccc2)n[nH]c1=O
 : 8 | -2 | -1 | 9 | 7 | 7 | -7 | -6
> COc1cc(OC)cc(N(C(=O)c2ccco2)C(C(=O)NC2CCCC2)c2ccc(N3CCOCC3)cc2)c1 (stereo not drawn)
 : 0 | -11 | 0 | 14 | -18 | 2 | 7 | 7
> O=C1CCC([N+](=O)[O-])C(c2cccc(Br)c2)N1 (stereo not drawn)
 : nt | nt | nt | 21 | -1 | -8 | 1 | nt
> Cc1cc(C)n2nc(N)c(N=Nc3ccccc3)c2n1
 : nt | nt | nt | -4 | 12 | -3 | -18 | -10
> Cc1cc(C(=O)Nc2cccc3c2O[C@@H](CN(C)Cc2ccccc2)[C@@H](C)CN([C@H](C)CO)C3=O)n(C)n1
 : 1 | -20 | -1 | -12 | 8 | 13 | -6 | nt
> CCCCc1cc(=O)oc2cc(OC(C)C(=O)NCCN3CCOCC3)ccc12 (stereo not drawn)
 : 2 | -3 | -1 | -4 | nt | nt | 6 | -15
> COCCCN(C(=O)Nc1ccc(C)c(C)c1)C(C)c1ccccn1 (stereo not drawn)
 : 0 | -12 | 18 | 4 | 0 | -3 | -3 | -9
> Cc1cc(C(=O)COc2ccccc2Cl)c(C)n1C1CC1
 : -3 | -66 | -1 | -70 | -24 | -2 | -76 | nt
> CSc1ccccc1NC(=O)C(=O)c1c[nH]c2ccccc12
 : nt | nt | nt | -41 | 6 | -4 | -78 | -5
> COC(=O)c1ccc(CSc2nnc(-c3ccncc3)o2)cc1
 : -1 | 1 | 0 | 6 | 6 | 41 | 4 | -1
> O=C(NC(=S)Nc1cccc2c(O)cccc12)c1ccccc1[N+](=O)[O-]
 : -2 | 1 | -2 | 18 | -6 | -1 | -1 | nt
> COc1cccc(CN2CCN(C3CCN(c4cccc(C)c4C)CC3)CC2CCO)c1 (stereo not drawn)
 : 0 | 2 | 6 | 8 | -61 | 4 | 4 | -30

Look-ups from the list.
Reading of COc1cc(OC)cc(N(C(=O)c2ccco2)C(C(=O)NC2CCCC2)c2ccc(N3CCOCC3)cc2)c1 (stereo not drawn) under INS-1E GSIS act: -18
Reading of CC(NC(=O)C(=O)N1CCOCC1)C(c1cccs1)N1CCN(c2ccccc2F)CC1 (stereo not drawn) under PglD inh: -2

The list continues:
Every second line gives: PglD inh | Statin myotox sup | Cneo AK release | LGR2 inh | INS-1E GSIS act | ARNT TACC3 PPI | PAX8 inh HTS | PGC1a acetyl inh
> CCn1c(SCc2cccc(OC)c2)nc2ccccc2c1=O
 : -3 | -8 | -1 | -7 | -24 | -3 | -3 | -13
> Cc1nn(-c2ccccc2)c(C)c1/C=C/C(=O)OCC(=O)N(C)C1CCS(=O)(=O)C1 (stereo not drawn)
 : 0 | 2 | 1 | -6 | -16 | 2 | -14 | 9
> COc1cccc(CN(C)CC(=O)Nc2cccc(C(F)(F)F)c2)c1OC
 : 3 | -2 | 1 | 10 | 21 | 1 | 2 | -5
> CNC[C@H]1Oc2ccc(NC(=O)Cc3cn(C)c4ccccc34)cc2CC(=O)N([C@H](C)CO)C[C@H]1C
 : 1 | 17 | 0 | 0 | 21 | -7 | 14 | 4
> O=C(Nc1cc(C(F)(F)F)ccc1N1CCOCC1)c1ccc(F)cc1
 : 1 | 2 | -1 | nt | nt | -4 | nt | -12
> COc1ccccc1NC(=S)NNC(=O)c1ccc(Cl)cc1Cl
 : -5 | -12 | -8 | nt | nt | 0 | -145 | -5
> COc1ccc(C2=CC(=O)CCC2)cc1
 : 1 | 9 | 0 | 0 | 7 | -1 | -30 | -24
> Cn1c(CNC(=O)c2ccccc2F)nnc1SCC(=O)Nc1nnc(C2CC2)s1
 : -159 | 0 | 0 | -2 | 1 | 1 | 1 | -10
> CCc1cc2c(=O)c(-c3nc4ccccc4[nH]3)coc2c(CN2CCCCC2C)c1O (stereo not drawn)
 : 4 | nt | 0 | -3 | 5 | 5 | 10 | -7
> CC(C)CC(=O)Nc1ccc2oc(-c3ccncc3)nc2c1
 : 4 | -20 | -1 | nt | nt | -7 | nt | 3
> O=C(CN1C(=O)NC(c2ccccc2)(c2ccccc2)C1=O)NC1CCCCC1
 : -3 | 11 | 0 | -1 | -68 | -1 | -1 | -1
> CC(C)CNC(=O)C1CCCN1S(=O)(=O)c1ccc(Cl)cc1 (stereo not drawn)
 : 5 | 3 | 1 | nt | nt | 2 | nt | 6

High-throughput results (PubChem BioAssay)
